aSyn yeast inh: inhibitors of alpha-synuclein toxicity in yeast. Yeast expressing alpha-synuclein, growth rescue, BacTiter-Glo, 24 h. Potency, µM (titrated, usually from 46.1 µM), inactives show at the highest dose growth rescue (activation), most hits filed as activators. actives 0.14% (n = 370,000); also: potency is read from the fitted curve at half-maximal effect; % of control where 0% means no effect; nearly all actives have a fitted effect of over 65% in size
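Screening used galactose-induced yeast with toxic alpha-synuclein levels, exposed to compound for 24 hr at 30 deg C. Cell growth, read with BacTiter-Glo luminescence, gave the measured signal.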
DRD3 agonist: activates the human D3 dopamine receptor; D3R DiscoveRx beta-arrestin cells, luminescence, 90 min; max activation, %; actives 0.58% (n = 410,000); P35462; in the data active = max activation above about 30%; also: 0% is about no effect; mostly tested at two doses, the higher about 12 µM
Target sequence (P35462 whole entry, looked up): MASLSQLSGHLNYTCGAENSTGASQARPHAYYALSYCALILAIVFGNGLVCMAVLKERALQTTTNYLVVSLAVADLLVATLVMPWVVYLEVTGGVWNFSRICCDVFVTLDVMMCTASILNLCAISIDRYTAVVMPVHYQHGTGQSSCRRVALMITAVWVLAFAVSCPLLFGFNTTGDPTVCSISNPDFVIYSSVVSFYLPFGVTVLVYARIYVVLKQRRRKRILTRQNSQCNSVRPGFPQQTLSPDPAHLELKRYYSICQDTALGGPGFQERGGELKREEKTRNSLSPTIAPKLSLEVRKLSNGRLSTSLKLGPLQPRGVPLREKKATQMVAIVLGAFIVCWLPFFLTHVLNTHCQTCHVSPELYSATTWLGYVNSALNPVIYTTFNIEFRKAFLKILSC
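Agonist-mode cell screen: cells plated at 1500/well and incubated overnight at 37 °C, then exposed to library compounds for 90 min at 37 °C. Detection reagent was added for 30–60 min at room temperature, and luminescence was read.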
EPAC2 antag: EPAC2 (human) antagonism. Q8WZA2. EPAC2 GEF exchange of Rap1B-BODIPY-GDP, fluorescence. Potency, µM (highest dose often 114 µM), for the others: at the highest dose activity, negative = inhibition, usual class: inhibitors. actives 0.18% (n = 360,000). AID 720708; also: potency is read from the fitted curve at half-maximal effect; % is scaled to controls: 0 for no effect and ±100 for the full control effect; nearly all actives have a fitted effect of over 45% in size; many of its hits are not listed in these tables
FUS suppressor: rescues growth of FUS-expressing yeast | actives 0.24% (n = 390,000) | AID 1347120 | Potency, µM (doses to about 76.6 µM), for the others: at the highest dose growth rescue (activation), actives largely listed as activators | S. cerevisiae FUS-expressing, growth rescue, OD600, 24 h;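 also: potency is read from the fitted curve at half-maximal effect; plate controls were DMSO vehicle for no effect and reference control for full effect; nearly all actives have a fitted effect of over 55% in size; some results filed as inactive show a strong effect at the top dose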
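Compound concentration series was pinned onto galactose-induced FUS-expressing yeast seeded at OD 0.005. Plates sat 24hr at 30C; absorbance at 600 nm gave growth. DMSO served as background control.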
EPAC2 ag: activates human EPAC2 exchange factor | Potency, µM (titrated, usually from 154 µM), for the others: top-dose activation, hits mostly activators | EPAC2 activation, biochemical qHTS; response scale: 100% = 6.5 mM cAMP response | actives 0.079% (n = 360,000) | AID 720711 | Q8WZA2; also: potency is read from the fitted curve at half-maximal effect; nearly all actives have a fitted effect of over 50% in size
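Each well held 100 nM EPAC2, 250 nM RAP1B-BODIPY-GDP and 50 uM GDP. Fluorescence, read at 5-min intervals to 30 min, was referenced to a 6.5 mM cAMP positive control.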
Abeta rescue: A-beta toxicity reversal in yeast; AID 1347071; yeast expressing A-beta42, growth rescue, OD600, 48 h; response scale: 0% DMSO, 100% iron-clioquinol control; actives 0.063% (n = 410,000); Potency, µM (top dose mostly 46.1 µM), for the others: at the highest dose growth rescue, usual class: activators; also: potency is read from the fitted curve at half-maximal effect; nearly all actives have a fitted effect of over 55% in size
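Growth rescue measured by 600 nm absorbance after 48 h yeast culture at 30 C with compound. Values normalized between DMSO and an equimolar ferric chloride plus clioquinol control.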
D3 antag: antagonists of human D3 dopamine receptor; P35462; D3R cells, DiscoveRx beta-arrestin luminescence, antagonist mode; hits give low values; max response, negative = inhibition, %; actives 2.5% (n = 360,000); AID 652054; in the data active = max response below about -50%; inconclusive = no clear call, values can overlap the other calls; also: % is scaled to controls: 0 for no effect and ±100 for the full control effect; mostly tested at two doses, the higher about 12 µM
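Cells plated overnight at 1500 cells/well, then exposed to library compounds with dopamine controls for 90 minutes at 37 degrees C. DiscoveRx reagent added for 30–60 minutes at room temperature; luminescence read, quantitative HTS format.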
TDP-43 yeast inh: rescues yeast growth from TDP-43 toxicity; TDP-43 expressing yeast growth rescue, BacTiter-Glo, 24 h; Potency, µM (top dose mostly 46.1 µM), for the others: top-dose growth rescue (activation), hits mostly activators; actives 1.8% (n = 410,000); AID 652104; also: potency is read from the fitted curve at half-maximal effect; % of control where 0% means no effect; nearly all actives have a fitted effect of over 50% in size
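Yeast expressing TDP-43 (pregrown in raffinose, seeded at OD600=0.02 in galactose medium) exposed to compounds 24 hr at 30 deg C. Growth read by BacTiter-Glo luminescence; rescue of toxicity appears as increased signal.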
Numbers without * were called inactive; ? = inconclusive; / = not tested or not shown; [ ] = another dose, or the depositor's remark. Unless noted, calls follow the shape of the dose curve; as a rule, active = well fitted curve in the direction sought with a large enough effect; inconclusive = small, poorly fitted or top-dose-only effect, or another doubt; inactive = no such curve, though single readings can be large; an effect the other way counts as inactive or inconclusive. These rows are one share of the data; rates above refer to the full screens.

Results follow in this order: aSyn yeast inh	DRD3 agonist	EPAC2 antag	FUS suppressor	EPAC2 ag	Abeta rescue	D3 antag	TDP-43 yeast inh
CC(C)Cc1ccc(-c2cc3nc(NCCc4ccc(S(N)(=O)=O)cc4)ccn3n2)cc1
→ 1.2%	2.3	-15.4%	-15.5%	-6.9%	-2.0%	186.8	20.8%
COc1ccc(Cl)cc1C=CC=NNS(=O)(=O)c1ccc(C)cc1
→ ?	-24.2	-13.5%	/	8.2%	0.0%	-88.5*	?
COc1ccc(C(=O)NCC(c2ccc3c(c2)OCO3)N2CCN(c3ccc(OC)cc3)CC2)cc1 (stereo not given)
→ 5.4%	-8.2	-0.7%	24.8%	5.3%	-7.9%	-1.2	4.8%
CC(=O)NCCNC(=O)CCCc1nnc2n(CCC(C)C)c(=O)c3sccc3n12
→ /	-9.1	/	-15.4%	/	-7.5%	/	12.5%
COc1cc(Cl)c(NC(=O)CCS(=O)(=O)c2ccc3c(c2)NC(=O)CO3)c(OC)c1
→ /	6.6	/	-12.5%	/	-15.2%	/	21.8%
O=C(CCC(=O)N1CCN(Cc2ccc(F)cc2)CC1)Nc1nnc(C(F)(F)F)s1
→ 0.3%	-7.6	-6.6%	18.4%	-13.3%	-3.9%	2.2	-11.5%
O=C(c1cccc(S(=O)(=O)Nc2ccccc2Cl)c1)N1CCN(c2ccccc2O)CC1
→ 13.1%	-5.3	-7.8%	44.7%	3.9%	?	-25.3	6.9%
CN1N=C(c2ccc(F)c(F)c2)CSC1=NCc1ccccc1
→ 0.2%	1.9	15.0%	2.1%	7.8%	-9.5%	4.4	-0.9%
O=C1/C(=C/c2cccnc2)SC(=S)N1c1ccc(F)cc1
→ 0.8%	1.3	7.3%	11.3%	-2.0%	-16.8%	15.4	-8.2%
Cc1ccnc(Sc2ccc([N+](=O)[O-])cn2)n1
→ -6.9%	2.4	-6.7%	-12.3%	7.6%	6.4%	5.1	0.0%
CN1C(=O)c2ccccc2Sc2ccc(NC(=O)c3ccc(C#N)cc3)cc21
→ /	-1.3	/	-12.6%	/	4.5%	/	24.0%
Cc1ccc(NC(=O)N2CCN(c3cc(-c4noc(C)n4)ccc3C)CC2)c(C)c1
→ -1.0%	3.9	/	-15.4%	/	6.3%	/	23.5%
CCCn1c2ccc(C)cc2c2nnc(SCCN3CCOCC3)nc21
→ -3.1%	5.6	10.7%	11.5%	2.4%	-5.9%	1.8	-22.8%
O=[N+]([O-])c1ccc(/C=N\NS(=O)(=O)c2ccc(F)cc2)o1
→ 7.9%	-6.7	-5.6%	/	-6.9%	-44.6%[inhibitor]	-27.3	?
Cc1ccc2c(c1)N(CCCC(=O)NCC1COc3ccccc3O1)C(=O)CO2 (stereo not given)
→ 0.0%	-7.7	-6.6%	37.8%	10.4%	-8.3%	-5.9	5.3%
COc1ccc(-n2nc(C(=O)NCC(=O)N3CCCCCC3)c3ccccc3c2=O)cc1Cl
→ 16.0%	-3.0	1.4%	40.9%	4.4%	-3.4%	16.8	?
Cn1nnnc1SCCOc1ccc(C#N)cc1
→ -0.8%	0.9	12.1%	2.7%	4.7%	12.8%	-3.0	16.9%
CCn1cc(NC(=O)Nc2ccc(OC)c(OC)c2)c(C(N)=O)n1
→ -12.7%	2.2	7.8%	8.5%	-3.9%	-2.3%	26.1	7.8%
CCCc1[nH]c2ccc(C#N)cc2c1CCC
→ 16.4%	13.5	28.2µM*	-3.6%	-1.3%	16.2%	6.6	?
COc1ccc(OC)c(C2CC(c3ccccc3)=NN2C(=S)Nc2ccccc2)c1 (stereo not given)
→ -21.4%	-7.3	4.9%	-9.5%	11.3%	-95.7%[inhibitor]	?	-8.4%
CC(C)NC(=O)C1c2ccccc2Oc2ccccc21
→ 14.5%	8.0	6.4%	-3.6%	6.6%	0.0%	5.6	6.8%
CNC(=O)COC(=O)c1cc(-c2ccccc2)nn1-c1ccccc1
→ -1.3%	-1.3	-12.9%	19.4%	-10.8%	3.7%	1.8	3.3%
CC(C)(C)c1ccc(/C=C2\CCn3c2nc2cc(C(=O)O)ccc2c3=O)cc1
→ -2.2%	1.2	1.9%	-14.5%	5.0%	-8.6%	-1.6	3.2%
COc1ccc(C2CC(C(F)(F)F)n3nc(C(=O)O)c(Br)c3N2)cc1 (stereo not given)
→ -4.7%	-17.1	13.2%	-3.9%	-1.7%	-8.4%	28.5	-23.5%
O=C(CS(=O)(=O)c1ccccc1)NCc1ccc(Cl)cc1
→ 7.8%	0.3	3.7%	9.5%	-0.3%	-7.3%	-13.4	2.7%
C/C=C1\NC(=O)[C@H](C)NC(=O)[C@@H](NC(=O)[C@H](Cc2ccc(O)cc2)NC(=O)[C@@H](NC(=O)/C(C)=C/C)C(C)C)[C@@H](C)OC(=O)[C@H](CCCc2ccc(O)cc2)NC(=O)[C@@H](CCC(=O)OC)NC1=O
→ 0.1%	3.3	-4.1%	24.4%	2.4%	2.8%	8.8	34.7%
COc1ccc(/C=C(/C#N)C(=O)Nc2cccc([N+](=O)[O-])c2)cc1C(=O)O
→ -4.4%	-6.7	-1.6%	20.5%	4.8%	19.5%	-12.9	-8.9%
CCOC(=O)c1c(C)[nH]c(C)c1C(=O)COC(=O)c1cc2ccccc2cc1OC
→ 13.9%	1.4	-21.3%	/	12.4%	-9.2%	25.6	14.2%
CCOc1ccc(/C(CC)=N/NC(=O)C2(C)CC2(Br)Br)cc1 (stereo not given)
→ -0.6%	-10.0	-1.9%	8.9%	11.7%	-1.1%	-26.7	0.0%
COc1ccccc1NC(=O)Nc1nc(CC(=O)N2CCN(c3ccccc3F)CC2)cs1
→ 0.0%	5.2	-11.9%	28.2µM*	16.2%	-4.7%	18.4	0.0%
CCOc1cc(C2/C(=C(\O)c3cc(C)ccc3C)C(=O)C(=O)N2CCN(C)C)ccc1O (stereo not given)
→ -8.4%	-4.1	3.0%	7.9%	-1.3%	-6.0%	-20.3	-6.7%
CCCCN(C(=O)Cn1ncc(Cl)c(Cl)c1=O)c1c(N)n(CC(C)C)c(=O)[nH]c1=O
→ -0.5%	1.8	4.5%	?	-17.4%	11.7%	3.3	0.3%
Cc1c(N(C)C(=O)COc2ccc3ccccc3c2)c(=O)n(-c2ccccc2)n1C
→ -5.3%	-13.2	8.8%	22.2%	2.7%	-17.1%	-18.0	0.0%
Cc1nn(-c2ccccc2)nc1C(=O)c1c(C)[nH]n(-c2ccccc2)c1=O
→ -16.2%	18.4	6.4%	6.5%	-12.9%	13.9%	-1.2	-14.4%[1.82 µM]
CC(C)n1ncc2c(C(=O)N3CCN(S(=O)(=O)c4cccc(F)c4)CC3)cc(C3CC3)nc21
→ 0.3%	-4.7	9.0%	-10.0%	-2.5%	-6.5%	29.4	6.5%
COc1ccc(CCn2ccc(O)c(Cc3ccc(Cl)cc3Cl)c2=O)cc1OC
→ 0.9%	-10.8	6.1%	10.0%	-8.0%	-18.8%	-13.4	-24.0%
O=C(NCCc1ccc(F)cc1)c1cc([N+](=O)[O-])ccc1N1CCOCC1
→ 1.6%	8.2	-2.5%	3.6%	-1.8%	3.2%	-7.9	-15.0%
NCCCNc1nc(N)c([N+](=O)[O-])c(NC2CCCCC2)n1
→ 3.5%	-0.6	12.2%	-18.6%	3.9%	0.0%	0.3	1.5%
O=C(NC1CCCC1)C(NS(=O)(=O)c1ccc(Br)s1)c1ccccc1 (stereo not given)
→ -7.1%	2.8	9.9%	-4.8%	2.2%	14.3%	5.0	3.7%
CC1CCCCN1C(=O)Nc1ccccc1Cl (stereo not given)
→ -0.2%	-0.9	3.6%	-33.9%	2.0%	-5.6%	8.7	9.6%

For reference, some entries already given.
Results follow in this order: aSyn yeast inh	DRD3 agonist	EPAC2 antag	FUS suppressor	EPAC2 ag	Abeta rescue	D3 antag	TDP-43 yeast inh
CNC(=O)COC(=O)c1cc(-c2ccccc2)nn1-c1ccccc1
→ -1.3%	-1.3	-12.9%	19.4%	-10.8%	3.7%	1.8	3.3%
CC(C)(C)c1ccc(/C=C2\CCn3c2nc2cc(C(=O)O)ccc2c3=O)cc1
→ -2.2%	1.2	1.9%	-14.5%	5.0%	-8.6%	-1.6	3.2%

Additional results:
Results follow in this order: aSyn yeast inh	DRD3 agonist	EPAC2 antag	FUS suppressor	EPAC2 ag	Abeta rescue	D3 antag	TDP-43 yeast inh
S=c1[nH]cc(-c2ccccc2)n1-c1ccccc1Cl
→ 11.8%	3.9	6.7%	/	-2.3%	?	5.8	18.8%
CCC(Sc1nnnn1-c1ccccc1)C(=O)NC(C)c1ccccc1 (stereo not given)
→ 8.2%	13.9	-3.5%	15.3%	-0.7%	11.2%	29.3	-9.1%
N#Cc1cc(C(=O)c2cc(F)ccc2O)cn(Cc2ccccc2)c1=O
→ 0.7%	0.4	-2.7%	-7.7%	-2.0%	6.7%	3.3	-1.8%
Cc1nc(-c2ccc(Cl)cc2)sc1C(=O)NN
→ -4.6%	-15.6	4.9%	19.6%	3.3%	-40.1%[inhibitor]	-22.8	?
O=C(Nc1ccc(S(=O)(=O)Nc2ncccn2)cc1)c1cccc(Br)c1
→ -0.3%	6.6	6.7%	-7.3%	2.3%	-4.6%	12.3	3.2%
Cc1ccc(-c2nnc(SCC(=O)Nc3ccc(N4CCOCC4)cc3)o2)cc1
→ -6.0%	2.3	-7.8%	11.0%	7.2%	-7.4%	-20.0	18.8%
O=C(O)CN1C(=O)C(=O)N(Cc2cccc(F)c2)C1=O
→ 0.6%	-4.8	1.8%	7.4%	6.0%	8.2%	-21.3	-16.4%
O=C(NC1CCSC1=O)c1ccccc1 (stereo not given)
→ -0.1%	4.6	7.9%	3.2%	-0.6%	8.0%	20.8	1.2%
Cc1ccsc1/C=N/NC(=O)c1cccnc1
→ -5.7%	-4.2	3.6%	0.3%	4.0%	1.3%	-10.4	-1.0%
CCC(c1nc2ccccc2c(=O)n1CCCn1ccnc1)N1C(=O)c2ccccc2C1=O (stereo not given)
→ 1.2%	-9.0	-2.1%	8.5%	3.1%	-8.3%	-12.4	-24.4%
CCOc1ncccc1C(=O)OCC(=O)Nc1ccc(S(=O)(=O)N2CCCC2)cc1
→ -4.4%	0.5	0.7%	15.0%	9.6%	2.8%	3.3	14.9%
COc1ccccc1N1CCN(C(=O)CCCC2=NS(=O)(=O)c3ccccc3N2)CC1
→ -0.7%	0.0	8.3%	13.1%	7.9%	-7.0%	3.0	19.7%
COc1ccc(N2CC(C(=O)N[C@@H](C)C(=O)N[C@H](CO)c3ccccc3)CC2=O)cc1 (stereo not given in full)
→ 10.5%	-4.4	0.5%	-27.3%	1.6%	2.3%	-15.6	-7.8%
